Source: PubChem
MIN6 prolif: inducers of MIN6 beta-cell proliferation, primary screen, ATP luminescence, uHTS | proliferation, % at 10 µM | MIN6 cells proliferation, ATPlite luminescence, 48 h; cells starved in 0.2% serum; 100% = growth in 10% serum | actives 0.29% (n = 330,000) | AID 2380, 2010;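 active = compounds whose signal lies at least 3.5 SD above the mean of all wells on their plate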;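 also: 0% = DMSO-treated cells in low-serum medium and 100% = 10% serum control; some compounds called inactive have numbers as strong as hits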
ATG4B inh: ATG4B protease inhibitors, primary screen, biochemical, fluorescence, uHTS. Cysteine protease ATG4B (Homo sapiens), Q9Y4P1. ATG4B cleavage of LC3-PLA2, NBD-HPC fluorescence, 1 h. inhibition, % at 8.33 µM. actives 0.51% (n = 340,000); in the data active = inhibition above about 40%
Target sequence (Q9Y4P1 whole entry, looked up): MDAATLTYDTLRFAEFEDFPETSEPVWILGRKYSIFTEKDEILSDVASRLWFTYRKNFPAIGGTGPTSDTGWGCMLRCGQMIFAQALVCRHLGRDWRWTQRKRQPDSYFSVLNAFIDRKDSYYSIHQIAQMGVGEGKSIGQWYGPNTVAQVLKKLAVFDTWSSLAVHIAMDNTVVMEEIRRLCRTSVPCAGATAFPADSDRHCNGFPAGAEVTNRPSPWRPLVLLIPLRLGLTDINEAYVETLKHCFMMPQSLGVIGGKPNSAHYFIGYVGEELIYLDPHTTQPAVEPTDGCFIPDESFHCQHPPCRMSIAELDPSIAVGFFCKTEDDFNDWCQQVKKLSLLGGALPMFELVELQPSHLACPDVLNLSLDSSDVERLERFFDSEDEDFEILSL
APOBEC3G inh: APOBEC3G DNA deaminase inhibitors, primary screen, biochemical, fluorescence, single-stranded DNA substrate, uHTS | DNA dC->dU-editing enzyme APOBEC-3G (Homo sapiens), Q9HC16 | recombinant A3G, ssDNA deamination FAM/TAMRA fluorescence | inhibition, % at 20 µM | actives 0.28% (n = 330,000) | AID 493012, 2011;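 active = inhibition of at least 40% at 20 µM, with no more than 30% in the related APOBEC3A deaminase screen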;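 also: plate controls were DMSO wells with A3G for no effect and wells lacking A3G enzyme for full effect; some compounds called inactive have numbers as strong as hits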
Target sequence (Q9HC16 whole entry, looked up): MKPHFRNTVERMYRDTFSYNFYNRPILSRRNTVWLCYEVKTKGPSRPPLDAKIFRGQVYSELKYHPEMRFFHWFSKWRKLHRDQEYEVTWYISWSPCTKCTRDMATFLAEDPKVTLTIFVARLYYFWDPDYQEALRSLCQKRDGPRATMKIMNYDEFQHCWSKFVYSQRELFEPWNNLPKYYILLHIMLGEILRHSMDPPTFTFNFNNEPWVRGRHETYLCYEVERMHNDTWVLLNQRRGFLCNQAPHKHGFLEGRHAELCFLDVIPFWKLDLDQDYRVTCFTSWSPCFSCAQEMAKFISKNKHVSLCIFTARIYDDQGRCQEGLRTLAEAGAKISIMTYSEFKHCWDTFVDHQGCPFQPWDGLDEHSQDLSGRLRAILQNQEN
mIAP activ: activators of mouse IAP, primary screen, biochemical, luminescence, uHTS. AID 2805, 2010. activation factor at 10 µM. muIAP, CDP-Star luminescence, 30 min; stronger effect = higher value; 1 = vehicle-only enzyme signal, 0 = enzyme-free wells. actives 0.24% (n = 330,000);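 active = activation factor of at least 2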; also: the source names both 10 and 20 µM as test concentration; values of inactives mirror those of a sister screen read the other way
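Assay system: mouse IAP enzyme; reagent: chemiluminescent substrate CDP-Star; dosing: test compounds delivered from DMSO solution; schedule: 30 min at room temperature; measured by: luminescence from enzymatic CDP-Star hydrolysis; controls: DMSO-only wells and no-enzyme negative control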
APOBEC3A inh: APOBEC3A ssDNA deaminase inhibitors, primary screen, selectivity assay for APOBEC3G inhibitor project, biochemical, FAM/TAMRA oligo cleavage fluorescence; inhibition, % at 20 µM; AID 493011, 2011; recombinant A3A, FAM/TAMRA ssDNA deamination fluorescence; actives 0.41% (n = 330,000); DNA dC->dU-editing enzyme APOBEC-3A (Homo sapiens), P31941;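 active = at least 40% inhibition at 20 µM here, with at most 30% in a related deaminase screen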;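 also: plate controls were A3A with DMSO for no effect and wells lacking A3A enzyme for full effect; some results filed as inactive read as strong as hits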
Target sequence (P31941 whole entry, looked up): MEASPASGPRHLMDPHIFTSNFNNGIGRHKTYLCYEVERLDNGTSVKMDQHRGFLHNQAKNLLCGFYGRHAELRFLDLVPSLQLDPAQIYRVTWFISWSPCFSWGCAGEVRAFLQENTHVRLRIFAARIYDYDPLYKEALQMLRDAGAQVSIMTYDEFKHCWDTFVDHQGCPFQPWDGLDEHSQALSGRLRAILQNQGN
MPTP inh: mitochondrial permeability transition pore inhibitors, primary screen, biochemical, isolated mouse mitochondria, absorbance; Ca2+ swelling absorbance, 30 min; inhibition, % at 10 µM; actives 1.4% (n = 360,000); AID 602449, 2012;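 active = inhibition of 50% or more, scaled per plate between neutral and stimulator controls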;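 also: 0% = DMSO wells given calcium and 100% = 1 mM EGTA wells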
hIAP activ: human IAP activators, primary screen, biochemical, luminescence, uHTS | purified human IAP, CDP-Star luminescence, 30 min; stronger effect = higher value; 1 = vehicle-only enzyme, 0 = enzyme-free background | actives 0.16% (n = 330,000) | Intestinal-type alkaline phosphatase (Homo sapiens), P09923 | activation factor at 10 µM;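 active = activation factor of the enzyme at least 2-fold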; also: the source names both 10 and 20 µM as test concentration; values of inactives mirror those of a sister screen read the other way
hIAP block: human IAP inhibitors, primary screen, biochemical, luminescence, uHTS. inhibition, % at 10 µM. actives 0.12% (n = 330,000). Intestinal-type alkaline phosphatase (Homo sapiens), P09923. purified IAP, CDP-Star luminescence, 30 min. AID 2544, 2010;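 active = inhibition reaching a set limit with compound at 10 µM in the primary screen, cut at about 35% in these data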;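 also: plate controls were DMSO wells with enzyme for no effect and no-enzyme buffer wells for full effect; values of inactives mirror those of a sister screen read the other way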
mIAP inh: inhibitors of mouse IAP, primary screen, biochemical, luminescence, uHTS; intestinal alkaline phosphatase [Mus musculus]; purified mouse IAP, CDP-Star luminescence, 30 min; inhibition, % at 10 µM; actives 0.2% (n = 330,000);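 active = inhibition of at least 40% at 10 µM in the primary screen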;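 also: plate controls were DMSO with enzyme for no effect and no enzyme wells for full effect; values of inactives mirror those of a sister screen read the other way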
The depositor's hits bear a star; · = not tested or not shown.

(1) Cn1nc(C(=O)N2CCC(C(N)=O)CC2)c2c1-c1ccccc1SC2
(2) O=C(CCNC(=O)c1ccc([N+](=O)[O-])cc1)NCC1COc2ccccc2O1 (configuration not stated)
(3) C=CCn1c(=O)c(C(=O)OCC)c(O)c2ccccc21
(4) C#CCNC(=O)C1=C[C@@H](C)[C@H](CCCO)[C@@H](OCC)O1
(5) Cc1cc(OC(C)C(=O)NCC2CCC(C(=O)O)CC2)c2c(C)c(Cc3ccccc3)c(=O)oc2c1 (configuration not stated)
(6) CCC1CCCCN1CCCNC(=O)CC1Oc2ccccc2NC1=O (configuration not stated)
(7) Cn1nnnc1SCC(=O)c1ccc2c(c1)OCCO2
(8) CCCCOc1nc(N)nc(-c2ccccc2)n1

entry no.	1	2	3	4	5	6	7	8
MIN6 prolif	1	3	4	0	2	0	-1	1
ATG4B inh	10	-10	-5	1	-19	-1	9	6
APOBEC3G inh	-8	-9	-9	-8	-11	-6	-3	0
mIAP activ	1	0.94	0.95	0.9	0.97	1	1	0.97
APOBEC3A inh	1	2	-4	-1	-4	-3	2	0
MPTP inh	-0.1	-0.7	0.9	-0.9	-0.9	-3.1	-1.8	2.0
hIAP activ	1.2	0.99	0.96	1.1	1.1	1	0.99	0.92
hIAP block	-19	0	4	-12	-6	-4	1	8
mIAP inh	-4	6	5	10	3	-2	-2	3

(9) CCCCCOC(=O)c1c(N)n(CCOC)c2nc3ccccc3nc12
(10) CN(Cc1ccon1)C(=O)C1CCN(C2CCN(CCCc3ccccc3)CC2)CC1
(11) CN(Cc1ccccc1OCCO)CC1CCCN(CCc2ccc(Cl)cc2)C1 (configuration not stated)
(12) COc1ccc(CC(=O)Nc2nncs2)cc1OC
(13) COc1ccc(NC(=O)Cn2nnc(C(=O)NCc3ccc4c(c3)OCO4)c2N)c(OC)c1
(14) CCc1c(C)nc(SCC(=O)N2CCCCC2)[nH]c1=O
(15) Cc1ccc2[nH]c(C(=O)N3CCCC(Nc4ccc(F)cc4)C3)cc2c1 (configuration not stated)
(16) Cc1cc(Nc2ccccc2)n(CCO)n1

entry no.	9	10	11	12	13	14	15	16
MIN6 prolif	-3	-2	-5	-1	-1	-4	-5	-4
ATG4B inh	-9	3	-5	-4	5	4	35	-7
APOBEC3G inh	1	-3	-8	-5	-2	-4	-4	-5
mIAP activ	1.1	0.96	0.89	1	0.99	0.95	0.97	0.96
APOBEC3A inh	0	-5	-2	-5	-2	3	0	-1
MPTP inh	3.6	0.7	2.2	-0.7	1.6	0.8	1.3	-2.2
hIAP activ	0.99	1.2	0.89	1.3	1.3	1.1	1.1	0.98
hIAP block	1	-16	11	-26	-30	-6	-15	2
mIAP inh	-6	4	11	-1	1	5	2	4

(17) O=C(c1cc2ccccc2o1)c1cccs1
(18) COc1cc(CCC(=O)OCc2nnc(-c3ccccc3)o2)cc(OC)c1OC
(19) COCCN(C(=O)CSc1nn(-c2ccc(F)cc2)c(=S)s1)c1c(N)n(CC(C)C)c(=O)[nH]c1=O
(20) CC(C)(C)C(=O)Nc1ccccc1-c1nc2ccccc2[nH]c1=O
(21) COc1ccc(/C=C2\Oc3cc(OCC(=O)N4CCC(C(=O)O)CC4)ccc3C2=O)c(OC)c1
(22) O=C(Cc1ccc(Cl)cc1Cl)OCC(=O)N1CCCCC1
(23) COC(=O)C1NN=C(C(=O)c2ccc(Cl)cc2)C1c1ccc(OC)cc1 (configuration not stated)
(24) Fc1ccc(/C=N/n2c(COc3ccccc3)n[nH]c2=S)cc1

entry no.	17	18	19	20	21	22	23	24
MIN6 prolif	-1	-1	1	-2	2	0	-3	3
ATG4B inh	4	-6	-3	1	-16	0	-4	2
APOBEC3G inh	-4	-7	-11	2	-8	-14	-3	13
mIAP activ	0.91	1	1.1	0.8	1	1	0.93	0.98
APOBEC3A inh	-1	-2	0	0	-3	2	-2	-1
MPTP inh	-0.4	1.4	0.6	0.1	-2.2	-1.0	2.4	0.3
hIAP activ	1	0.97	1.1	1.1	0.91	1	0.86	0.86
hIAP block	0	3	-6	-10	9	-2	14	14
mIAP inh	9	-2	-12	20	0	-3	7	2

(25) CCOc1ccc(-c2nn3c(-c4ccccc4)nnc3s2)cc1
(26) S=C(NCC1CCCO1)n1nnc2ccccc21 (configuration not stated)
(27) CCN(CC(=O)NCc1ccc(Cl)cc1)C(=O)c1c(C)noc1C
(28) O=C(NC1CCCCCC1)C1CCCN1S(=O)(=O)c1cccc2cccnc12 (configuration not stated)
(29) Cc1sc(NC(=O)c2ccco2)nc1-c1ccc2c(c1)CC(C)N2C(=O)C1CC1 (configuration not stated)
(30) Cc1cc(C)nc(N/N=C/c2c(C)oc3ccccc23)n1
(31) Nc1cc(=O)[nH]c(SCc2csc(-c3ccccc3)n2)n1
(32) Cc1cc(C)c(-n2[nH]nnc2=S)c(C)c1

entry no.	25	26	27	28	29	30	31	32
MIN6 prolif	-2	-1	1	4	-5	-1	0	0
ATG4B inh	-5	-1	-6	-10	5	-3	2	-9
APOBEC3G inh	2	-7	-3	-6	-8	-3	-7	-5
mIAP activ	0.95	0.93	1.2	0.97	0.84	0.9	0.76	1
APOBEC3A inh	1	-2	1	-2	0	1	-4	-5
MPTP inh	-2.4	·	-0.1	-1.5	-2.8	-1.5	3.7	0.8
hIAP activ	1.1	1	1.1	1.2	0.76	1	0.93	0.93
hIAP block	-14	0	-14	-23	24	-2	7	7
mIAP inh	5	7	-20	3	16	10	24	-3

(33) O=C(NCC(=O)N1CCCCCC1)c1ccc(Cl)cc1
(34) COc1ccccc1NC(=O)C1CCN(S(=O)(=O)c2cccc3nonc23)CC1
(35) CCCC(=O)Nc1ccc2c(c1)nc(CN1CCN(C(=O)OCC)CC1)n2C
(36) Cc1ccc(-c2cccc(C3CC=CC4C3C(=O)N(Cc3ccccc3)C4c3ccc4ccccc4c3)c2)cc1 (configuration not stated)
(37) COC(=O)CN1C(=O)C2(C(C#N)=C(N)Oc3c2c(C)nn3-c2ccccc2)c2ccccc21 (configuration not stated)
(38) O=C(COC(=O)c1cc(=O)c2ccccc2o1)Nc1c(F)c(F)c(F)c(F)c1F
(39) Cc1cc(NC(=O)C23CC4CC(CC(C4)C2)C3)n[nH]1
(40) COc1ccc(NS(=O)(=O)c2ccc(N3CCOCC3)c(NC(=O)c3ccco3)c2)cc1

entry no.	33	34	35	36	37	38	39	40
MIN6 prolif	-1	0	-4	-5	-1	0	-1	3
ATG4B inh	2	-8	-10	6	-8	6	1	-2
APOBEC3G inh	-1	3	-6	-5	-8	-2	-6	14
mIAP activ	0.99	0.99	0.97	1.1	0.99	0.94	0.88	1.1
APOBEC3A inh	-4	7	0	1	-4	-3	1	8
MPTP inh	-0.4	0.4	-0.9	-0.2	1.9	2.2	1.1	3.2
hIAP activ	0.98	0.99	0.87	1	0.92	1	1.2	0.95
hIAP block	2	1	13	-4	8	0	-18	5
mIAP inh	1	1	3	-6	0	6	12	-11

(41) Cn1cccc1/C=N/N1CCN(Cc2cccc3ccccc23)CC1
(42) C/C(=N/NC(=O)c1sc(NS(=O)(=O)c2ccccc2)nc1C)c1sc(N)nc1C
(43) CCc1ccc(C(=O)CSc2nc3cc(S(=O)(=O)N4CCOCC4)ccc3n2CC)cc1
(44) COc1ccc(CCNC(=O)CN(c2cc(OC)ccc2OC)S(=O)(=O)c2ccccc2)cc1
(45) COc1ccc(S(=O)(=O)N2CCOC2CNC(=O)C(=O)NCc2ccccn2)cc1C (configuration not stated)
(46) Cc1cccc(C)c1OC(=O)CCN1C(=O)C2C3C=CC(C4CC34)C2C1=O (configuration not stated)
(47) O=C(COc1ccc(S(=O)(=O)NC2CCCCC2)cc1)Nc1ccc2c(c1)OCCO2
(48) COC(=O)[C@H](Cc1ccccc1)NC(=O)NCCc1ccc(OC)cc1

entry no.	41	42	43	44	45	46	47	48
MIN6 prolif	-3	0	-3	-2	1	1	-5	-1
ATG4B inh	-3	-2	-3	-10	3	2	-15	6
APOBEC3G inh	6	-6	-5	-9	-1	-3	-8	-7
mIAP activ	0.81	0.94	0.95	0.98	1.1	0.96	1.3	0.94
APOBEC3A inh	-1	-3	0	-2	2	-2	-1	0
MPTP inh	1.7	1.3	0.4	-0.5	1.4	1.1	-1.5	1.0
hIAP activ	0.92	1.1	0.86	1	1.1	1.5	0.92	0.9
hIAP block	8	-7	14	-5	-7	-52	8	10
mIAP inh	19	6	4	2	-5	4	-27	6

Filtered by structure, the entries above with a COOH group (2)
(5) Cc1cc(OC(C)C(=O)NCC2CCC(C(=O)O)CC2)c2c(C)c(Cc3ccccc3)c(=O)oc2c1 (configuration not stated)
(21) COc1ccc(/C=C2\Oc3cc(OCC(=O)N4CCC(C(=O)O)CC4)ccc3C2=O)c(OC)c1

entry no.	5	21
MIN6 prolif	2	2
ATG4B inh	-19	-16
APOBEC3G inh	-11	-8
mIAP activ	0.97	1
APOBEC3A inh	-4	-3
MPTP inh	-0.9	-2.2
hIAP activ	1.1	0.91
hIAP block	-6	9
mIAP inh	3	0

Next structures:
(49) COc1cc(/C=C(\C#N)C(=O)NCC2CCCO2)ccc1OC(=O)c1ccco1 (configuration not stated)
(50) O=c1cccccc1NCc1ccccc1
(51) CCOC(=O)c1[nH]c(C)c(C(=O)OC(C)C(=O)Nc2ncc(Cl)cc2Cl)c1C (configuration not stated)
(52) Cc1cccc(N2CC34C=CC(O3)C(C(=O)O)C4C2=O)c1 (configuration not stated)
(53) Nn1c(SCC(=O)Nc2ccc(F)cc2F)nnc1C1CCCCC1
(54) CCOCCn1cnc2sc(C(=O)NCC(=O)OCC)c(C)c2c1=O
(55) O=C(O)Cn1nc(C(F)(F)F)c2c1CCC2
(56) CCC(=O)Oc1ccc2c(c1)O/C(=C\c1ccco1)C2=O
(57) NC1=C(O)C(=O)C(c2ccccc2)O1 (configuration not stated)
(58) O=C(CN1C(=O)NC2(CCCC2)C1=O)OCCOc1ccc(Cl)cc1
(59) CCOc1ccc(-c2cnc(SCC(N)=O)nc2N)cc1

entry no.	49	50	51	52	53	54	55	56	57	58	59
MIN6 prolif	2	-2	-1	-2	0	0	-1	-2	-2	0	-2
ATG4B inh	1	-5	-14	-10	-9	3	1	-13	-6	-6	1
APOBEC3G inh	2	23	-2	-9	-6	-9	-5	-10	-2	-3	1
mIAP activ	1	0.94	0.97	1	0.99	1	1.1	1.1	0.95	0.93	0.94
APOBEC3A inh	3	11	1	-1	-6	-4	-3	8	3	0	0
MPTP inh	-0.8	3.1	9.2	-4.0	2.2	-0.5	-0.6	7.8	-0.1	-1.7	-1.1
hIAP activ	0.87	1	1.1	1.4	1	0.95	1.2	0.86	0.94	0.95	0.99
hIAP block	13	-1	-10	-39	0	5	-22	14	6	5	1
mIAP inh	-3	6	3	-1	1	0	-11	-12	5	7	6
